Screens as filed in PubChem.
Tau fluor cs: counter-screen for tau fibril formation inhibitors; AID 1463; tau K18 P301L Alexa594 fluorescence, heparin fibrillization; Potency, µM (top dose mostly 57.7 µM), without a hit: at the highest dose activity change, negative = decrease; 280,000 tested, 0.93% active; note: % is set by controls: 0 for no effect and ±100 for the full control effect; nearly all actives have a fitted effect of over 55% in size
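Human K18 P301L tau (15 uM unlabeled plus 0.24 uM Alexa 594-labeled, final) in 100 mM sodium acetate pH 7 was mixed with compound and 20 uM heparin and incubated 6 hr at 37 C.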
HTT aggregate: mutant huntingtin aggregation inhibition; PC12 HttQ103-GFP aggregates, Acumen cytometry, 40 h; Potency, µM (series often up to 46.1 µM), for the others: at the top dose activity change, negative = inhibition, most hits filed as inhibitors; 220,000 tested, 1.1% active; note: % is set by controls: 0 for no effect and ±100 for the full control effect; nearly all actives have a fitted effect of over 60% in size
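Huntingtin Q103 exon 1–GFP aggregates in induced PC12 cells (100 nM tebufenozide) were quantified by cytometry from lysates, with compounds dosed in titration.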
SMN2 splice enh: enhancers of SMN2 splice variant expression; HEK293 SMN2-luciferase splicing reporter, luminescence, 30-36 h; Potency, µM (highest dose often 46.1 µM), without a hit: at the top dose activity change, positive = activation, most hits filed as activators; 210,000 tested, 2.8% active; AID 1458; note: % of control where 0% means no effect; nearly all actives have a fitted effect of over 55% in size
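HEK293 cells carry an SMN2 […]–luciferase reporter in which exon 7 inclusion puts luciferase in frame. Cells were plated 10-12 h before compound addition, then incubated 30-36 h at 37C. ONE-Glo luminescence was read; sodium butyrate at 4.5 mM final served as control.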
KDM4E inh: inhibitors of human JMJD2E histone demethylase. JMJD2E catalytic domain, FDH-coupled NADH fluorescence (FDH is formaldehyde dehydrogenase). Potency, µM (series often up to 57.1 µM), for the others: at the highest dose activity change, negative = inhibition, hits mostly inhibitors. 230,000 tested, 1.6% active. AID 2147; active = well fitted inhibition curve with a large enough effect, not every such curve was filed as active; inconclusive = small, poorly fitted or top-dose-only effect, or another doubt; inactive = no such curve, though single readings can be large or run the other way;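 note: 0% = wells with enzyme and -100% = buffer wells without enzyme; nearly all actives have a fitted effect of over 50% in size; many of its hits are not listed in these tables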
Target sequence (B2RXH2 1-337 limits assumed): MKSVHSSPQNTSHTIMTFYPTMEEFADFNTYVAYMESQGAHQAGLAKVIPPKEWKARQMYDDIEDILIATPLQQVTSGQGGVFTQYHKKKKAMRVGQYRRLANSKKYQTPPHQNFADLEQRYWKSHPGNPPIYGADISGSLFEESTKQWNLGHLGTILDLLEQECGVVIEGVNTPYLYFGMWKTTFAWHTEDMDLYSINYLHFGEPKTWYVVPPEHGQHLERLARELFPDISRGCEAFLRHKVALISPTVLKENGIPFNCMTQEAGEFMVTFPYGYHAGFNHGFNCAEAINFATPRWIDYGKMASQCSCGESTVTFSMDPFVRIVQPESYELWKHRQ
HTT ATP protect: protects HTT-Q103 PC12 cells, measured by ATP. Potency, µM (highest dose often 56.4 µM), for the others: cytoprotection (ATP increase), actives largely listed as activators. PC12 HTT-Q103 induced, cytoprotection, ATP luminescence, 40 h. 230,000 tested, 0.14% active;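 note: % of control where 0% means no effect; nearly all actives have a fitted effect of over 45% in size; toxic huntingtin expression switched on by the ecdysone agonist tebufenozide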
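PC12 cells with ecdysone-inducible HTT exon 1 Q103-GFP, induced with 100 nM tebufenozide and co-treated with library compounds in a dose series (1536-well, 1500 cells/well). Cytoprotection read as ATP content by ATPlite luminescence.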
ALDH1A1 inh: blocks purified human ALDH1A1 activity. P00352. Purified ALDH1A1, NADH fluorescence, propionaldehyde substrate. Potency, µM (doses to about 75.3 µM), inactives show top-dose activity, negative = inhibition, hits mostly inhibitors. 220,000 tested, 7.3% active; active = well fitted inhibition curve with a large enough effect, not every such curve was filed as active; inconclusive = small, poorly fitted or top-dose-only effect, or another doubt; inactive = no such curve, though single readings can be large or run the other way;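 note: plate controls were no enzyme wells and a reference inhibitor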
Target sequence (P00352 whole entry, looked up): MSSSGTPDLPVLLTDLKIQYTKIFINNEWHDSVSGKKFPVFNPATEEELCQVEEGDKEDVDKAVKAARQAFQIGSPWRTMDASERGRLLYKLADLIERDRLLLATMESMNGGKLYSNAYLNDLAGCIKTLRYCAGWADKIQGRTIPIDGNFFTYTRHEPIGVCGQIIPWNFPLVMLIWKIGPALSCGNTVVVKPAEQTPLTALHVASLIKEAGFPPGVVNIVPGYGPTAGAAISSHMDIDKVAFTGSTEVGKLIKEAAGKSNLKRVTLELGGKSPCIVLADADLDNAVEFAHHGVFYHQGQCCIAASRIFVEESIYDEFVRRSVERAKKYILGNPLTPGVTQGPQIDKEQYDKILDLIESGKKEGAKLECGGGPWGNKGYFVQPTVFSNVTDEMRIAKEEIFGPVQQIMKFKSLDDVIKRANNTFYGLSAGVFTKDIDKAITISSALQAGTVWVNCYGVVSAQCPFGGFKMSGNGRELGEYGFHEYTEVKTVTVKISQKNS
Tau FP inhib: inhibitors of human tau fibril formation | 280,000 tested, 0.39% active | K18 P301L tau heparin fibrillization, Alexa594 FP, 6 h | P10636 | Potency, µM (series often up to 57.7 µM), for inactives: at the top dose activity, negative = inhibition, most hits filed as inhibitors; note: % is set by controls: 0 for no effect and ±100 for the full control effect; nearly all actives have a fitted effect of over 55% in size
Target sequence (P10636 561-689 P618L limits assumed): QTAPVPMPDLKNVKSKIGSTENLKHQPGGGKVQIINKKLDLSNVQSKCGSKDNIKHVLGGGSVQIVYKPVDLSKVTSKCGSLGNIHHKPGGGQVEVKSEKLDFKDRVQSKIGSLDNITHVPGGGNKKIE
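Steps: dispense K18 P301L tau (15 uM plus 0.24 uM Alexa 594 tracer, final) in pH 7 sodium acetate; add compound; add heparin (20 uM final); incubate 6 hr, 37 C; add ThT (30 uM final); after 1 hr ambient, read FP.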
Tau fibril ThT: tau fibrillization inhibition (ThT binding). P10636. recombinant tau K18 P301L (four-repeat tau fragment), heparin-induced fibrillization, ThT fluorescence. Potency, µM (series often up to 57.4 µM), for inactives: at the top dose activity, negative = inhibition, most hits filed as inhibitors. 270,000 tested, 2.1% active; note: % is set by controls: 0 for no effect and ±100 for the full control effect; nearly all actives have a fitted effect of over 55% in size
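In this qHTS, human K18 P301L tau is incubated with compound and heparin for 6 hr at 37 C, and Thioflavin T fluorescence then reports fibril load.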
* = called active by the depositor; ? = inconclusive; / = no result given; & = joins results of further samples; [ ] = dose if it differs, or a comment. Unless noted, calls come from the whole dose curve; as a rule, active = well fitted curve in the direction sought with a large enough effect; inconclusive = small, poorly fitted or top-dose-only effect, or another doubt; inactive = no such curve, though single readings can be large; an effect the other way counts as inactive or inconclusive. Potency is the fitted concentration of half-maximal effect.

Compound	Tau fluor cs	HTT aggregate	SMN2 splice enh	KDM4E inh	HTT ATP protect	ALDH1A1 inh	Tau FP inhib	Tau fibril ThT
CC(Nc1nc(-c2ccccc2O)nc2ccccc12)c1ccccc1 (stereo unspecified)	?	-16%[9.22 µM]	/	-16%	-10%[10 µM]	/	?	?
COc1ccccc1NC(=O)CCSc1nnc(-c2ccncc2)o1	-15%	1%	-1%	0%	-55%[inhibitor]	-1%	-3%	?
COc1ccc(C2C(C#N)=C(N)Nc3onc(C(C)(C)C)c32)c(OC)c1 (stereo unspecified)	-14%	10%	16%	8%	/	13%	-6%	-6%
CCC(CC)NC(=O)CO/N=C/c1ccc(Cl)cc1Cl	-7%	-10%	-1%	-15%	-48%[inhibitor]	9%	8%	-3%
CC1(C)CC(=O)/C(=C(\O)CCCN2C(=O)c3ccccc3C2=O)C(=NCC(=O)O)C1	-5%	-12%	-5%	5%	-4%	3%	-6%	-2%
O=C(/C=C\c1cccs1)N1CCN(Cc2ccc3c(c2)OCO3)CC1	-6%	-5%	-56%[inhibitor]	-4%	-34%[inhibitor]	-4%	-7%	-11%
COc1ccc(C(C)NC(=O)c2ccc(Cl)cc2)cc1OC (stereo unspecified)	5%	-4%	-8%	2%	4%[10 µM]	13%	0%	-3%
CCc1ccccc1NC(=S)NC1CC2CCC(C1)N2Cc1ccc(F)cc1 (stereo unspecified)	-6%	3%[9.22 µM]	-5%	5%	21%[10 µM]	-1%	?	0%
COc1ccccc1C(=O)OCn1nnc2ccccc2c1=O	0%	10%[9.22 µM]	/	12%	-15%	/	2%	6%
Cc1cc(C)c(-c2cc([C@H](C)O/N=C3/[C@H]4OC4[C@@H](O)[C@H]4[C@H]3CCn3c(=O)n(-c5ccccc5)c(=O)n34)on2)c(C)c1 (stereo partly specified)	2%[11.6 µM]	/	/	/	-282%[inhibitor][10 µM]	?	-1%[11.6 µM]	-10%[11.5 µM]
COC(=O)c1ccc(NC(=O)CSc2nnc(Cc3cccn3C)n2-c2ccc(F)cc2)cc1	-24%	27%	-18%	-13%	-8%[10 µM]	22µM*	1%	-8%
Cc1cc(NC(=O)C2CCCO2)ccc1Br (stereo unspecified)	4%	24%	1%	-6%	-20%	8%	0%	1%
CC(=O)c1c(C)[nH]c(C(=O)CSc2nc3ccccc3n2C)c1C	?	9%	/	-3%	5%	2%	?	-22%
Cc1ccc(C(C(=O)NC(C)(C)C)N(CC2CCCO2)C(=O)Cn2nnc(-c3ccc(C)o3)n2)cc1 (stereo unspecified)	-1%	6%	10%	7%	-2%	-8%	-5%	-8%
Cc1ccccc1CNC(=O)c1nn(-c2ccccc2F)nc1CO	-1%	/	-31%[inhibitor]	/	/	/	-1%	-2%
CCN(C(=O)CN1CCN(c2cccc(Cl)c2)CC1)c1c(N)n(Cc2ccccc2)c(=O)[nH]c1=O	-3%	-7%	-1%	-21%	-34%	-9%	-2%	-5%
Cn1c(Cl)nc2c1c(=O)n(Cc1cccc(Br)c1)c(=O)n2C	-12%	-16%	13%	5%	-10%[10 µM]	?	-9%	-9%
COc1ccc(-n2c(C)nc3c(cnn3-c3ccc(Cl)cc3)c2=O)cc1	-9%	13µM*	-50%[inhibitor]	-3%	-64%[inhibitor]	6%	-7%	-16%
Nc1c(Cl)ncnc1NCC(O)CO (stereo unspecified)	-7%	3%[9.22 µM]	/	3%	-3%[10 µM]	/	4%	-4%
Cc1cc(NC(=O)CN2C(=O)NC(C)(c3ccccc3)C2=O)no1 (stereo unspecified)	-5%	15%	-13%	0%	9%	9%	4%	-7%
CCOc1ccc(N/C(N)=N/c2nc(CSc3nnnn3-c3ccccc3)cc(=O)[nH]2)cc1	-11%	1%[9.22 µM]	/	6%	-18%[10 µM]	/	-10%	-9%
COc1cccc(CNC(=O)CN(C)S(=O)(=O)c2cccc3cccnc23)c1	-17%	-3%[9.22 µM]	/	3%	-3%[10 µM]	/	-10%	-10%
COc1cc(C(C(=O)Nc2c(C)cccc2C)N(C)C(=O)c2ccc(-n3cnnn3)cc2)ccc1O (stereo unspecified)	-5%	10%[9.22 µM]	/	8%	4%[10 µM]	/	12%	-2%
Cc1ccc(C(C(=O)NCc2ccco2)N(C(=O)Cn2nnc3ccccc32)c2ccccc2)o1 (stereo unspecified)	-15%	12%	1%	1%	-19%	-7%	-7%	-16%
CCOC(=O)C1CCCN(C(=O)Cc2c(F)cccc2Cl)C1 (stereo unspecified)	-3%	-7%	9%	7%	0%	-13%	4%	2%
COc1cc(COc2cc(N)c(Cl)cc2C(=O)CCC2CCN(CCNS(C)(=O)=O)CC2)cc(OC)c1	-26%&-25%	/	/	9%	?	-12%	-12%&-3%	5%&-4%
CCN1CCN(S(=O)(=O)c2cc(OC)ccc2OC)CC1	4%	9%	-2%	3%	-6%[1.9 µM]	-11%	-4%	2%
CCN(CC)c1c([N+](=O)[O-])c(=O)oc2ccccc12	5%	5%[9.22 µM]	6%	-1%	18%[10 µM]	4%	-3%	4%
COc1ccc(O[C@H]2C=C[C@@H](c3ccccc3)O[C@@H]2CO/N=C(\C)CCC(=O)OC[C@H]2O[C@H](c3ccccc3)C=C[C@@H]2Oc2ccc(OC)cc2)cc1	-17%	3%	-3%	-30%	/	?	-1%	-14%
COc1ccc(C2C(C(C)=O)=C(O)C(=O)N2CCO)c(OC)c1 (stereo unspecified)	-11%	0%	1%	-6%	1%	-15%	-8%	-10%
CCCCS(=O)CC(CS(=O)CCCC)OC(=O)c1ccc(C)cc1 (stereo unspecified)	3%	-3%	7%	1%	-2%	4%	7%	-2%
Cc1cccc(NC(=O)CCS(=O)(=O)c2ccc3c(c2)n(C)c(=O)c(=O)n3C)c1C	3%	/	10%	/	/	/	2%	-14%
COc1cc(/C=N/NC(=O)Nc2ccccc2)ccc1OC(C)=O	-4%	12%	?	-5%	/	3%	0%	-16%
c1ccc(C2CC(c3cccs3)=NN2c2ccccc2)cc1 (stereo unspecified)	?	1%[9.22 µM]	/	?	-2%[10 µM]	/	8%	?
CC(=O)Nc1sc(C)c(C)c1C(=O)OC(C)C	-5%	-13%	-23%	-2%	28%[0.074 µM]	22µM*	-10%	-7%
CCCn1cc(SCC(=O)NCC2CCCO2)c2ccccc21 (stereo unspecified)	4%	-4%	/	4%	-5%[10 µM]	?	2%	-3%
COc1ccc2[nH]c(=O)c(CNc3cccc(C)c3)cc2c1	-2%	-1%	/	0%	-7%	?	6%	-8%
CC1=C(C(=O)OC(C)C)C(c2cccs2)n2ncnc2N1 (stereo unspecified)	-10%	?	-4%	-7%	17%	7%	-8%	-3%
Cc1[nH][nH]c(=O)c1C(c1c(C)[nH][nH]c1=O)c1cn(Cc2cccc3ccccc23)c2ccccc12	?	-11%	-7%	28%	-53%[inhibitor]	0.32µM*	?	10µM*
O=[N+]([O-])c1nn(-c2ccc(Cl)cc2)n(O)c1=NCc1ccccc1	-20%	-10%	10%	-5%	-39%[inhibitor]	1%	4%	?
OC(CNCC(c1ccc(Cl)cc1Cl)c1c[nH]c2ccccc12)c1ccccc1 (stereo unspecified)	?	?	-79%[inhibitor]	-5%	-15%[10 µM]	4%	-9%	?
Cc1c(-c2ccc(/C=N/NC(=O)C(=O)Nc3ccccc3F)o2)cccc1[N+](=O)[O-]	-9%	-10%[9.22 µM]	/	4%	-4%[10 µM]	/	3%	/
Cc1cc(C)n(-c2nc3ccccc3nc2Nc2ccc(C(C)C)cc2)n1	-10%	/	2%	/	/	/	-2%	5%
CC(C)NS(=O)(=O)c1ccc(NC(=O)Cc2cccs2)cc1	11%	2%	17%	-1%	-26%[10 µM]	20%	-7%	8%
CC(=O)c1cc(-c2ccc(F)cc2)n(CCC(=O)NCc2ccccc2C)c1C	-8%	/	-4%	/	/	/	7%	-5%
O=C(NCCc1ccccc1)c1ccccc1F	3%	5%[9.22 µM]	/	-9%	-10%[10 µM]	0%	5%	-3%
O=C(NCc1ccc2c(c1)OCO2)c1ccc(CN2CCc3ccccc3C2)cc1	-13%	-15%	-22%	-1%	-13%	?	2%	-4%
CCCCS(=O)(=O)c1oc(-c2cccs2)nc1S(=O)(=O)c1ccc(F)cc1	-15%	/	1%	/	/	/	-17%	-7%
CCOC(=O)c1cc2nc(-c3ccco3)cc(C(F)(F)F)n2n1	-7%	-15%	-10%	?	0%[10 µM]	?	0%	-16%
COc1ccc(S(=O)(=O)Cc2ccc(C(=O)N3CCN(C(=O)c4ccco4)CC3)o2)cc1	1%	-1%	-5%	-2%	-16%	6µM*	-2%	-4%

Next section:
Compound	Tau fluor cs	HTT aggregate	SMN2 splice enh	KDM4E inh	HTT ATP protect	ALDH1A1 inh	Tau FP inhib	Tau fibril ThT
CN(C)c1nc(-c2ccccc2)cc(C(F)(F)F)c1C#N	-11%	-12%	/	-1%	-21%	4%	-7%	-18%
COCCN(C(=S)Nc1cc(C)cc(C)c1)C(C)c1cccs1 (stereo unspecified)	-24%	1%	-15%	-1%	-12%	6%	-2%	?
COc1ccc(Cn2c(SCc3cc(C)ccc3C)nc3cc(OC)c(OC)cc3c2=N)cc1	-28%	3.2µM*	-69%[inhibitor]	3%	-74%[inhibitor][10 µM]	?	0%	?
CCCCCCCCCCCCCCCC[n+]1ccc(C(N)=O)cc1	8%	1%	-27%	-13%	11%[10 µM]	-3%	7%	-18%
COc1ccc(NC(=O)CN(c2ccc(C)cc2)S(C)(=O)=O)c(OC)c1	-10%	13%	8%	0%	1%	0%	-12%	-5%
COc1cc(OC)c(C(=O)COc2ncnc3ccccc23)c(OC)c1	0%	-12%	-4%	0%	-15%[10 µM]	16µM*	8%	-8%
Brc1ccc(CN2CCN(c3ccccn3)CC2)s1	-11%	-8%	-15%	?	28%	?	-7%	-8%

A portion of the library. The share of hits here may be higher or lower than overall.
